PhoP inhibition = inhibitors of PhoP regulon expression, primary screen, Salmonella Typhimurium, GFP reporter (AID 1863) | S. Typhimurium PhoP-regulated promoter GFP reporter, 4 h; higher % means a stronger effect | one-dose inhibition, % at 50 µM; IC50 in µM for titrated hits | hit rate 0.16% among 300,000;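 active = inhibition over 29.93%, a cutoff 3 SD above the screen mean, later confirmed by dose response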;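 note: 0% = low Mg2+ inducing control and 100% = high Mg2+ repressing control; strong numbers were not always called active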
T cell modulator = T cell immune modulators affecting CD8 T cell-vesicle binding; 2C CD8+ T cell-vesicle binding, flow cytometry; hits give low values; calls only at 7 µM; hit rate 0.068% among 330,000;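 active = response, share of CD8 T cells binding vesicles, and their 90th percentile fluorescence all below set limits, cut at about 80% in these data, passing the limit was not always enough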
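Test system: purified 2C TCR transgenic mouse naive CD8+ T cells. Probe or stimulus: QL9-peptide-loaded Drosophila micro-vesicles bearing Ld, ICAM-1 and B7-1. Incubation: binding step 1.5 h, 37 °C, antibody labelling 20 min, ice. Measured by: flow cytometry of vesicle-bound cells.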
West Nile virus CPE = inhibition of WNV-induced cytopathic effect – cell-based, CPE readout (AID 1621); West Nile virus-infected cells, CPE inhibition; higher % means a stronger effect; CPE inhibition, % at 10 µM, or IC50 in µM where a hit was titrated; hit rate 0.02% among 290,000; in the data active = a potency from the dose series; note: strong numbers were not always called active
MgcRacGAP inhibition = MgcRacGAP GTPase-activating activity inhibitors, confirmation, biochemical, ADP Hunter fluorescence. MgcRacGAP-stimulated Rac1 GTP hydrolysis, ADP Hunter fluorescence; higher % means a stronger effect; GST-tagged Rac1 F28L mutant substrate. inhibition, % at 30 µM; hits with a dose series show IC50 in µM. hit rate 0.6% among 340,000;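 active = first-screen hits whose inhibition reached a set limit at any dose in the follow-up dose series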;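 note: fluorescence reports GDP produced by GAP-driven GTP hydrolysis; strong numbers were not always called active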
Dengue-2 NS5 capping = flavivirus cap methylation enzyme inhibition – biochemical, confirmation dose response, primary screen (AID 588689). one-dose inhibition, % at 25 µM; IC50 in µM for titrated hits. hit rate 0.3% among 340,000. Dengue-2 NS5 methyltransferase capping enzyme assay, biochemical; higher % means a stronger effect; in the data active = a potency from the dose series
UTI89 phage lysis = inhibition of K1F phage lysis, E. coli UTI89, bacterial capsule biogenesis inhibitors, alamar blue (AID 488966); E. coli UTI89 K1F phage lysis, alamar blue, 2 h; higher % means a stronger effect; one-dose inhibition, % at 100 µM; IC50 in µM for titrated hits; hit rate 0.02% among 340,000;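 active = phage lysis inhibition, versus mean bacterial control, above a set limit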;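 note: capsule biogenesis inhibitors block K1F phage lysis so surviving cells raise fluorescence; higher fluorescence means more inhibition of phage lysis; actives were called in the ten point dose series up to 300 µM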
RSV antiviral HEp-2 = inhibition of RSV-induced cytopathic effect – HEp-2 cells, primary 10 µM value included (AID 2391); one-dose CPE inhibition, % at 10 µM; IC50 in µM for titrated hits; HEp-2 cells, RSV-induced CPE inhibition; higher % means a stronger effect; hit rate 0.13% among 310,000; in the data active = a potency from the dose series; note: strong numbers were not always called active
SV40 large T antigen = SV40 large T antigen inhibitors, biochemical (AID 1903). SV40 large T antigen ATPase/helicase inhibition assay; higher % means a stronger effect. one-dose inhibition, % at 20 µM; IC50 in µM for titrated hits. hit rate 0.39% among 310,000; in the data active = a potency from the dose series; note: strong numbers were not always called active
NTR1 agonist = agonists of NTR1, primary screen, imaging, U2OS cells, beta-arrestin-GFP, high content (AID 493036) | P30989 | NTR1-U2OS beta-arrestin-GFP spot imaging, agonist mode | activation, % at 20 µM | hit rate 0.17% among 330,000;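 active = activation at or above 40% of the spot to cytoplasm intensity ratio, with at least 20 cells analyzed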;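 note: 0% = DMSO without peptide and 100% = 100 nM NTR1 peptide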
Target sequence (P30989 whole entry, looked up): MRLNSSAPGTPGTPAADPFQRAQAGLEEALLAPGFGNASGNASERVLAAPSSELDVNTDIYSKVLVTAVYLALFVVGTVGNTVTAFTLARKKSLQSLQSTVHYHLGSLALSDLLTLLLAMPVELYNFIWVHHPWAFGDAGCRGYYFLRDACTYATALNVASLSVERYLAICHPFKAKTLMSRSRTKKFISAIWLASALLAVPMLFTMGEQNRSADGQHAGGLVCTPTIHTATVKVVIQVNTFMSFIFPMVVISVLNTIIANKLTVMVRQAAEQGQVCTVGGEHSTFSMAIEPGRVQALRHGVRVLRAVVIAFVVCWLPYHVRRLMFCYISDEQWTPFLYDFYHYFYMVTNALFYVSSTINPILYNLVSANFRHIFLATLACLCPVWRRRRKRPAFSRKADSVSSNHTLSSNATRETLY
T cell modulator vesicle-bound % = also measured in T cell modulator; calls as there; double positive events, %; measured here: CD8+ vesicle-bound cell fraction;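 binding gate set so that unloaded-vesicle control wells show 10% double positive cells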
NTR1 agonist cell count 20 µM = recorded beside NTR1 agonist, whose call it bears; cell count; measured here: cell count, cytotoxicity flag
Active calls of the source: *; i = inactive; nt = not tested or not shown; [ ] = dose if it differs, or a comment.

SMILES | PhoP inhibition | T cell modulator | T cell modulator vesicle-bound % | West Nile virus CPE | MgcRacGAP inhibition | Dengue-2 NS5 capping | UTI89 phage lysis | RSV antiviral HEp-2 | SV40 large T antigen | NTR1 agonist | NTR1 agonist cell count 20 µM
CCN(CC)CCCNC(=O)c1cn(C)c2ccc(S(=O)(=O)N(C)C)cc2c1=O | -1.2% | i | 40.8 | -0.5% | 4.7% | 0.0% | 1.5% | 0.0% | 7.5% | -2.8 | 66
COc1ccc(CN2CCN(c3ccccc3OC)CC2)c(OC)c1 | -3.7% | i | 54.4 | -1.1% | 25.9% | 2.9% | 2.0% | -0.6% | 2.7% | -1.6 | 47
O=c1c(-c2ccco2)[n+]([O-])c2ccccc2n1OCc1ccccc1F | -5.0% | i | 34.1 | 2.3% | 4.5% | 1.6% | 0.0% | 0.7% | 7.4% | 4.2 | 85
CCOC(=O)CSC(CC)C(=O)Nc1nnc(CC)s1 (centres undefined) | 23.6% | i | 48.4 | 0.3% | 4.0% | -5.6% | 2.6% | 2.1% | 14.3% | 0.5 | 74
c1ccc(-c2cn3c(n2)CCc2ccc4cccnc4c2-3)cc1 | 2.9% | i | 9.7 | 0.8% | 14.5% | -7.2% | 4.8% | 4.4% | 13.7% | 9.1 | 59
Cc1ccc(-n2ncc3c(NCc4ccco4)ncnc32)c(C)c1 | 5.4% | i | 56.0 | 0.1% | 14.5% | -4.2% | -1.0% | 4.0% | 7.3% | -2.3 | 54
O=C(/C=C/c1ccc([N+](=O)[O-])cc1)NCc1cccnc1 | 3.2% | i | 41.9 | nt | 6.9% | -4.1% | -0.2% | 2.3% | -0.5% | -0.8 | 66
CCN(CC(=O)Nc1ccc2c(c1)OCCO2)c1nc(-c2cccnc2)nc2ccccc12 | -9.9% | i | 12.4 | 1.6% | 12.5% | -3.9% | 0.1% | 4.7% | 7.9% | 1.9 | 77
C=CCN1CC(O)=C(c2ccccc2)C1=N | -3.8% | i | 10.0 | -0.2% | 5.9% | -2.7% | 2.5% | 2.3% | 1.7% | 0.0 | 75
Cc1ccc(C2(C)NC(=O)N(CC(=O)NC(=O)NC(C)(C)C)C2=O)cc1 (centres undefined) | 6.3% | i | 35.8 | -0.9% | 6.6% | -2.9% | 0.0% | 4.8% | -2.5% | -1.3 | 44
O=C(CSc1ncnc2sc3c(c12)CCC3)N1CCOCC1 | -4.2% | i | 34.8 | -0.8% | 7.4% | 6.2% | -0.2% | 0.4% | 6.2% | -1.4 | 39
CN1CCN(S(=O)(=O)c2cccc(C(=O)Nc3ccccc3N3CCCC3)c2)CC1 | 2.3% | i | 50.6 | -0.4% | 10.4% | -3.2% | -0.3% | 0.2% | 9.2% | -0.6 | 58
COc1cccc(N(CC(=O)NCCSc2ccccn2)S(=O)(=O)c2ccccc2)c1 | -2.3% | i | 28.9 | -0.9% | -2.1% | 2.7% | -0.1% | 1.2% | 3.6% | -0.3 | 64
Cc1cc(C)nc(NS(=O)(=O)c2ccc(NC(=S)NC(=O)CC(C)C)cc2)n1 | 5.7% | i | 3.8 | nt | 12.5% | -1.6% | 1.3% | 1.8% | 6.2% | -1.1 | 64
CN1CCN(C(=S)NC(=O)/C=C/c2cccs2)CC1 | -3.7% | i | 32.4 | 0.9% | -1.6% | -3.1% | 0.4% | nt | 7.2% | -0.5 | 41
Cc1cc(-c2nnco2)c(C)n1-c1ccccc1 | -4.0% | i | 51.2 | 0.6% | 1.1% | -4.7% | 0.3% | 5.5% | 23.3% | -0.8 | 41
Cc1nn(Cc2ccccc2)c(C)c1C(=O)NCC(c1cccs1)N1CCOCC1 (centres undefined) | -8.7% | i | 56.6 | nt | 6.7% | -6.7% | 1.6%[50 µM] | -0.9% | 8.4% | 0.1 | 62
O=C(NCCCCNC(=O)c1ccccc1Br)c1ccccc1Br | nt | i | 47.7 | nt | nt | nt | nt | 0.1% | 11.9% | 0.1 | 46
O=C(CNC(=O)c1ccco1)Nc1ccc(F)c(Cl)c1 | -6.8% | i | 45.8 | 0.2% | 6.1% | -6.6% | 0.0% | 4.2% | 22.4% | -1.4 | 47
CCNc1nc(Oc2ccc(=O)n(C)n2)nc(N2CCOCC2)n1 | -1.7% | i | 55.3 | -0.1% | 13.3% | -3.9% | 1.2% | -0.2% | 3.5% | 0.3 | 44
CCOc1ccccc1Nc1nc(-c2sc(NC(=O)c3ccc([N+](=O)[O-])cc3)nc2C)cs1 | 8.2% | i | 11.3 | -0.5% | nt | nt | nt | 13.8% | 10.4% | 13.6 | 60
O=C(c1ccccc1)c1cnc(-c2ccccc2)s1 | 8.3% | i | 41.7 | 0.6% | 5.9% | -0.8% | i | 2.8% | 7.4% | 3.0 | 63
Cc1cc2cc(CNC(=O)c3ccc4c(c3)OCO4)ccc2n1C | 28.0% | i | 11.4 | -0.5% | 12.3% | 25.6% | 0.1% | 0.8% | 3.8% | -0.3 | 53
COCCN1C(=O)N[C@@H](c2cccc(F)c2)C(C(C)=O)=C1C | -7.6% | i | 27.9 | -0.4% | 3.2% | -2.4% | 0.1% | 2.2% | 6.7% | -0.9 | 93
CC(C)Cn1c(N)c(C(=O)COC(=O)C2CC(=O)N(Cc3ccccc3Cl)C2)c(=O)n(C)c1=O (centres undefined) | -5.9% | i | 52.7 | -1.0% | 7.0% | -3.2% | -0.3% | -0.8% | 8.3% | 0.7 | 53
CCOC(=O)c1ccc(S(=O)(=O)N2CCN(C(=O)C3CSC4(C)CCC(=O)N34)CC2)cc1 (centres undefined) | nt | i | 42.8 | nt | 2.2% | 2.3% | 0.5%[50 µM] | 1.5% | nt | 0.1 | 54
CCc1nc(N)c(C#N)c(-c2ccc(F)cc2)c1C | -0.9% | i | 16.2 | -0.2% | 16.0% | 3.8% | 1.6% | 3.2% | 0.9% | 2.5 | 50
Cc1cccc(Nc2nnc(SCC(=O)c3c(N)n(C4CC4)c(=O)[nH]c3=O)s2)c1 | nt | i | 12.9 | nt | -2.0% | -5.6% | 0.2%[50 µM] | 0.1% | nt | 2.5 | 50
Cn1cc(-c2nc3ccccc3[nH]2)c2ccccc21 | 9.9% | i | 60.8 | 0.0% | 12.1% | -4.0% | -1.1% | 3.4% | 2.4% | -0.8 | 56
O=C(Cc1ccccc1F)NCC(=O)Nc1ccccc1Br | 2.4% | i | 30.1 | 0.0% | -3.8% | 4.0% | -0.2% | 0.6% | -0.7% | 0.8 | 32
Cc1csc(NC(=O)CSc2ccc(-c3ccc(F)cc3)nn2)n1 | 1.2% | i | 59.9 | -0.9% | 1.8% | -5.9% | 0.3% | -0.1% | 9.2% | -0.6 | 53
Cn1nc(C(F)(F)F)c(C(=O)Nc2ccc(F)cc2F)c1Oc1cccc(Cl)c1 | -5.0% | i | 26.4 | -0.8% | -0.8% | 4.0% | 3.7% | -1.1% | 1.9% | 0.6 | 68
COc1ccc(CCNC(=O)CN(c2ccc(OC)c(OC)c2)S(=O)(=O)c2ccc(C)cc2)cc1 | 2.5% | i | 35.0 | -0.3% | 5.6% | -3.3% | -0.4% | 2.0% | 6.7% | 0.6 | 56
CSc1nc(N(C)NC(=O)c2ccc(F)cc2)c2ccccc2n1 | 2.8% | i | 30.6 | -0.3% | 7.0% | 1.4% | 0.1% | 4.0% | 8.3% | 3.5 | 32
CC(C)Cc1n[nH]c(=O)[nH]1 | -7.9% | i | 40.7 | -0.1% | 4.8% | 0.7% | 0.2% | 1.2% | -1.6% | 2.9 | 51
O=C(NCCS(=O)(=O)NCCc1ccccc1)c1ccc2c(c1)OCO2 | 5.9% | i | 52.5 | nt | -1.0% | -10.2% | 0.2%[50 µM] | 0.2% | 5.2% | 0.6 | 52
O=c1cc(-c2ccccc2)nc2nc(-c3ccccc3)[nH]n12 | -12.0% | i | 40.5 | 0.4% | -0.9% | 3.2% | -0.7% | 0.5% | -2.3% | -2.7 | 78
N#Cc1cccnc1N1CCN(C(=O)c2cccs2)CC1 | 3.4% | i | 13.0 | 0.1% | 7.7% | 0.0% | 2.7%[50 µM] | 2.8% | 20.6% | nt | nt
O=C(NNS(=O)(=O)c1ccccc1F)c1cc(-c2ccccc2)n[nH]1 | -21.6% | i | 21.3 | 0.4% | -1.7% | -10.3% | -0.1% | 0.8% | 11.6% | -0.5 | 47
COc1cc2c(cc1OC)C(CCc1ccccc1)=NCC2 | -3.0% | i | 12.6 | -0.8% | -2.3% | 6.1% | -1.8% | -0.1% | 1.9% | 2.4 | 43

Copied from the list:
NTR1 agonist result of O=C(NCCS(=O)(=O)NCCc1ccccc1)c1ccc2c(c1)OCO2 reads 0.6
RSV antiviral HEp-2 result of COc1cccc(N(CC(=O)NCCSc2ccccn2)S(=O)(=O)c2ccccc2)c1 reads 1.2%
Dengue-2 NS5 capping result of COc1ccc(CN2CCN(c3ccccc3OC)CC2)c(OC)c1 reads 2.9%

(more compounds)
SMILES | PhoP inhibition | T cell modulator | T cell modulator vesicle-bound % | West Nile virus CPE | MgcRacGAP inhibition | Dengue-2 NS5 capping | UTI89 phage lysis | RSV antiviral HEp-2 | SV40 large T antigen | NTR1 agonist | NTR1 agonist cell count 20 µM
Cc1cc(C(=O)N/N=C/c2ccc3c(c2)OCO3)c2ccccc2n1 | nt | i | 33.2 | nt | 9.7% | -0.8% | 0.8% | -0.2% | 7.4% | 1.3 | 61
COc1ccccc1N1CC(C(=O)Nc2nnc(SCC(=O)N3CCOCC3)s2)CC1=O (centres undefined) | -1.9% | i | 11.8 | 0.0% | 7.4% | -1.3% | -0.3% | 1.6% | 26.7% | -0.8 | 57
CSc1ccc(C#N)cc1NC(=O)c1cccc(Cl)c1 | -3.3% | i | 54.4 | -0.4% | 15.3% | -3.4% | -0.1% | 2.8% | 10.6% | 0.6 | 71
O=C(CSc1nnc(CCCO)n1-c1ccccc1)Nc1nccs1 | 10.3% | i | 32.6 | 0.5% | -0.7% | -8.9% | 0.4% | 1.2% | 5.1% | 0.7 | 70
O=C(CN(CC1CCCO1)S(=O)(=O)c1ccc(S(=O)(=O)NCC2CCCO2)cc1)Nc1ccccc1 (centres undefined) | -3.6% | i | 42.6 | 0.1% | -2.0% | -6.5% | -0.2% | -2.2% | 5.1% | -0.2 | 71
COc1ccc(/C(C)=N/NC(=O)c2ccncc2)cc1[N+](=O)[O-] | -3.8% | i | 66.3 | -0.4% | 3.9% | -6.9% | 0.2% | 0.8% | 14.6% | 0.3 | 63
O=C(/C=C/c1cccc(Cl)c1)NCCN1CCOCC1 | 1.6% | i | 40.4 | -0.4% | 9.4% | -6.7% | 2.1%[50 µM] | 1.7% | 2.0% | 1.4 | 53

Some entries already given, limited to PhoP inhibition:
Compound | PhoP inhibition
CSc1ccc(C#N)cc1NC(=O)c1cccc(Cl)c1 | -3.3%
O=C(CSc1nnc(CCCO)n1-c1ccccc1)Nc1nccs1 | 10.3%

Screening results as filed in PubChem BioAssay.
